Source: PubChem BioAssay (The Scripps Research Institute Molecular Screening Center)
TAAR1 ag: human TAAR1 agonism. Q96RJ0. CHO RD-HGA16 TAAR1, Fluo-8 calcium fluorescence; vehicle wells 0%, saturating PEA agonist 100%. activation, % at 3 µM. 360,000 compounds, 0.99% hits. AID 624467;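 active = activation above the mean activation of all test compounds in the run plus 3 SD, cut at about 38% in these data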
Target sequence (Q96RJ0 whole entry, looked up): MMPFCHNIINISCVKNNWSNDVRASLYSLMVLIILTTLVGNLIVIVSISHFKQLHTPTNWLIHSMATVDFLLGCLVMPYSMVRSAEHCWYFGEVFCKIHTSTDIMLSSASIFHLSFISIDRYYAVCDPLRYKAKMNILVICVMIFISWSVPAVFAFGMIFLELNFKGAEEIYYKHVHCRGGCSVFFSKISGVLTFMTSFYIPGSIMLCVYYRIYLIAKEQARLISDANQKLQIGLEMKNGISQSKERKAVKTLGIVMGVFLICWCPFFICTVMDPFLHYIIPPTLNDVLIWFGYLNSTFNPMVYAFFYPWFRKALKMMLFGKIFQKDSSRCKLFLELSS
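Test system: RD-HGA16 (CHO) cells co-expressing Gα16 and hTAAR1 / Benchmarks: DMSO vehicle as 0%, PEA at EC100 as 100% / Repeats: no replicates (n 1) / Measure: % activation from peak over basal fluorescence ratio, DMSO-to-PEA scaled / Timing: 17-24 h plating, Fluo-8 75 min 37 °C, 30 min RT / Technique: kinetic Fluo-8 calcium fluorescence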
TAAR1 antag: antagonists of human TAAR1 | Q96RJ0 | CHO RD-HGA16 TAAR1, Fluo-8 calcium fluorescence, antagonist | inhibition, % at 3 µM | 360,000 compounds, 1.5% hits;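 active = inhibition above a per-plate cutoff, the mean inhibition of test compounds on that plate plus 3 SD, cut at about 49% in these data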;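 note: 0% = DMSO plus EC80 beta-PEA response and 100% = DMSO alone without agonist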
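Test system: hTAAR1-expressing CHO RD-HGA16 cells, Gα16-coupled; Probe or stimulus: EC80 β-phenethylamine stimulus; Compound dosing: single nominal final test compound concentration of 3 µM; Timing: 140 s kinetic read after compound, 140 s after agonist; Signal: Fluo-8 calcium-sensitive fluorescence; Measure: % inhibition of agonist calcium response; Controls: DMSO and EC80 PEA controls.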
CHO-K1 Ca ag: nonselective activator or artifact in parental CHO-K1 cells; Fluo-8 calcium fluorescence; scaled to maximal ATP response, vehicle zero; activation, % at 3 µM; 360,000 compounds, 0.48% hits; AID 602248; in the data active = activation above about 15%;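 note: untransfected CHO-K1 host cells lacking M1 receptor as counterscreen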
CHO parental Ca: counter-screen: ATP calcium response change in parental CHO cells; parental CHO-K1, ATP-induced calcium, Fluo-8 fluorescence; inhibition, % at 5.6 µM; 330,000 compounds, 0.63% hits; AID 463079;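 active = inhibition above that plate's mean sample inhibition plus 3 SD, cut at about 26% in these data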;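 note: 0% = ATP-challenged DMSO wells and 100% = DMSO wells without ATP; some compounds past the cut are filed as inactive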
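Assay system: untransfected parental CHO cell line. Also added: ATP agonist challenge. Dosing: one dose, 5.6 µM nominal. Measured by: Fluo-8 fluorescence. Read-out: % inhibition. Benchmarks: ATP wells versus no-ATP DMSO wells. Repeats: no replicates.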
CHO-K1 Ca antag: nonselective inhibitor or artifact in parental CHO-K1 cells; ATP-induced calcium, Fluo-8 fluorescence; inhibition, % at 3 µM; 360,000 compounds, 0.6% hits; AID 602250;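 active = inhibition above a per-plate cutoff, the plate's mean sample inhibition plus 3 SD, cut at about 24% in these data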;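 note: 0% = DMSO plus EC80 ATP and 100% = DMSO alone without ATP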
V1aR counter: V1a receptor agonism, counter-screen for OXTR agonists | P37288 | CHO-V1R cells, Fluo-8 calcium fluorescence, agonist mode; 0% DMSO, 100% 3 nM vasopressin | activation, % at 3 µM | 320,000 compounds, 0.25% hits;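 active = activation above the mean activation of all tested compounds plus 3 SD, per screening run, cut at about 20% in these data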;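 note: signal is peak over basal fluorescence ratio across a 100 second FLIPR read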
CHO-K1 Ca PAM: counter-screen for M1 PAMs: effect in parental CHO-K1 cells; activation, % at 3 µM; AID 602247; 360,000 compounds, 0.02% hits; ATP EC20, Fluo-8 calcium fluorescence; 0% at ATP EC20, 100% at ATP max;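 active = activation above the run cutoff, the mean activation of all test compounds plus 3 SD, cut at about 40% in these data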;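 note: peak over basal fluorescence ratio in a 140 s read after ATP addition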
OXTR potentiate: potentiates the human oxytocin receptor response; P30559; CHO-OTR cells, Fluo-8 calcium fluorescence, potentiator mode; 0% = oxytocin EC15, 100% = EC100; activation, % at 3 µM; 320,000 compounds, 0.061% hits; AID 2445;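 active = activation above that plate's cutoff, the mean activation of tested compounds plus 3 SD, cut at about 6.6% in these data, passing the limit was not always enough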;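 note: 100% uses oxytocin at 75 nM as the full agonist control; some results filed as inactive read as strong as hits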
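Material: human OTR in CHO cells. Compound: 3.0 µM, one dose. Timing: compound 6 min at room temperature before oxytocin, 100 s read. Evaluation: % activation of max/min ratio relative to oxytocin controls. Replication: single well per compound, singlicate. Signal: Fluo-8 calcium dye fluorescence.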
CHRM1 agonist: activates human CHRM1 receptor; P11229; activation, % at 3 µM; CHO-K1 hM1, Fluo-8 calcium fluorescence, agonist mode; 0% DMSO, 100% acetylcholine EC100; 360,000 compounds, 0.33% hits;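 active = activation above the run's mean compound activation plus 3 SD, cut at about 16% in these data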;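 note: peak over basal fluorescence ratio within a 140 s kinetic read after compound addition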
Target sequence (P11229 whole entry, looked up): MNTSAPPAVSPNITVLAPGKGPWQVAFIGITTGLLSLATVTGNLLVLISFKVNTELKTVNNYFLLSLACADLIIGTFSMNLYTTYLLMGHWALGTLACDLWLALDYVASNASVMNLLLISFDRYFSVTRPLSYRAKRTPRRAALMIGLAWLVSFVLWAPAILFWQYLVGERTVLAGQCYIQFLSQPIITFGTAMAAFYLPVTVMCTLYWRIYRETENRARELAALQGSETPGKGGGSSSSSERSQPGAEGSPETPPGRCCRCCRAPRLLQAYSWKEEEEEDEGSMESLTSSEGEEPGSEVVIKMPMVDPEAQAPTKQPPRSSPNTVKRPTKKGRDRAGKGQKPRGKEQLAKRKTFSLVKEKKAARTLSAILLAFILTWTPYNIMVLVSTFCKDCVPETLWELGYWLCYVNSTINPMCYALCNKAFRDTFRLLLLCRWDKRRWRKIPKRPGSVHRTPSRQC
* = called active by the depositor; . = not tested or not shown. No enrichment for hits; any-hit rate near 3.3%.

Every second line gives: TAAR1 ag	TAAR1 antag	CHO-K1 Ca ag	CHO parental Ca	CHO-K1 Ca antag	V1aR counter	CHO-K1 Ca PAM	OXTR potentiate	CHRM1 agonist
> Cc1cccnc1CCNCc1c(C(=O)N2C[C@@H](C)O[C@@H](C)C2)nc2ccc(Cl)cn12
→ 5	-12	0.0	-19	5	-0.1	11	-2	-2
> CC(Sc1nnc(-c2cccnc2)n1-c1ccccc1F)C(=O)N1CCCc2ccccc21 (configuration not stated)
→ 3	4	.	-18	.	-0.7	.	0	.
> O=Cc1ccc(-n2cncn2)cc1
→ 1	-3	-0.2	-9	1	0.2	9	-11	-5
> Nc1nnc(-c2ccc(F)cc2)s1
→ 11	7	-0.3	-4	-9	0.3	2	-8	-3
> C[C@@H]1CN([C@H](C)CO)C(=O)CCCn2nncc2CO[C@@H]1CN(C)S(=O)(=O)c1cccc(F)c1
→ 0	7	0.6	.	-12	.	28	.	-8
> CCC(=O)Nc1nc(-c2ccc3c(c2)OCCO3)cs1
→ 0	8	0.6	-18	4	-0.9	1	-3	-3
> COc1ccc(CCNC(=O)c2cnc(C)cn2)cc1
→ 1	-30	0.9	-1	-6	1.4	-6	-4	-3
> Cc1ccc(C(=O)NCC(=O)N(C)CC(=O)Nc2c(Cl)cccc2Cl)s1
→ 0	-23	0.2	-9	-4	-0.8	0	-10	0
> Cc1cc(OC(=O)c2ccc(OC(C)C)cc2)c([N+](=O)[O-])c(=O)[nH]1
→ 0	-19	2.3	-6	-3	1.7	15	-4	-1
> CCc1nc2ccc(C(=O)NCc3ccc(C)o3)cc2nc1CC
→ -1	-3	0.8	-16	-14	-1.9	10	2	-5
> Cc1ccc(N2CC(C(=O)OCC(=O)Nc3ccccc3F)CC2=O)cc1 (configuration not stated)
→ 7	-1	-0.8	-10	4	-0.5	-9	-1	0
> OCCN(CCO)c1ccc(C(c2ccccc2Cl)c2ccc(N(CCO)CCO)cc2Cl)c(Cl)c1
→ .	.	0.5	47*	-1	3.8	17	-10	-2
> Cc1ccc(NC(=O)COC(=O)c2ccc(Cl)nc2)cc1S(=O)(=O)N1CCCCC1
→ 10	17	1.2	-3	9	7.6	-21	-12	7
> Cc1c(C)c2c(OCC(=O)N3CCC[C@H]3C(=O)O)cc3c(c2oc1=O)CCC(C)(C)O3
→ 2	-23	0.2	-1	-6	0.4	19	-3	-3
> CCOC(=O)c1c(S(=O)(=O)NCC(=O)NCc2ccccc2)c(C)n(C)c1C
→ 4	-26	1.0	-10	-17	-0.3	21	-1	-6
> CC1(C)CC(=O)C2=C(C1)N(CCN1CCOCC1)C1=C(C(=O)CC(C)(C)C1)C2c1cccc(F)c1
→ 3	-5	-0.4	-10	-5	-0.1	-4	-7	-4
> CCC(C)NC(=O)CN(c1ccc2c(c1)OCO2)S(=O)(=O)c1c(C)n[nH]c1C (configuration not stated)
→ 0	-9	0.0	-1	16	0.1	-2	-2	0
> O=C(NCCSc1ccccn1)c1ccc(Cl)cc1
→ 1	-4	-0.8	-3	18	-0.5	-10	-11	-5
> O=C(O)c1ccc2c(c1)C(=O)N(Cc1ccco1)C2=O
→ 0	2	0.1	-3	8	0.3	10	-7	-3
> COC(=O)c1cnn(-c2nc(-c3ccccc3)cs2)c1N
→ 7	3	1.8	-14	-12	0.1	23	-5	-4
> COC(=O)c1ccc(-c2noc(CN(C)CC3CCCCO3)n2)cc1 (configuration not stated)
→ 3	-32	1.6	-11	-7	1.2	9	-9	1
> Nc1ncc([N+](=O)[O-])cc1Br
→ 6	-21	0.5	0	-7	6.4	9	-1	-2
> CC1CCCC(NC(=O)COC(=O)c2ccc(N(C)C)cc2)C1C (configuration not stated)
→ 3	-5	0.6	-15	-8	-0.3	16	-11	-3
> CC(=O)Nc1ccc(CN2CCc3c([nH]c4ccccc34)C2C(C)(C)C)cc1 (configuration not stated)
→ 10	-24	0.8	-14	-4	-0.4	10	-5	-5
> Cc1ccc(CNC(=O)CCCc2ccccc2)cc1
→ 0	-17	-0.1	14	5	-1.4	6	0	-3
> CC[C@]12c3[nH]c4ccccc4c3CCN1C(=O)C(CC(=O)NCCCn1ccnc1)C[C@@H]2C(=O)N1CCN(C(=O)C2CC2)CC1 (some centres not stated)
→ 1	8	0.9	-3	-4	1.4	7	-6	-5
> O=C(CCNS(=O)(=O)c1ccc(Cl)cc1)N1CCN(Cc2ccccc2)CC1
→ -1	-1	0.8	-4	10	2.9	2	0	-9
> Cc1ccc(S(=O)(=O)N2CCC(C(=O)N/N=C/c3ccccc3[N+](=O)[O-])CC2)cc1
→ -1	13	1.4	-21	-11	-0.8	18	-9	-9
> O=C(Nc1c2c(nn1-c1ccccc1)CS(=O)C2)c1ccc(Br)o1 (configuration not stated)
→ 0	-3	0.2	-15	-10	-0.5	4	-4	0
> CCOC(=O)N1CCN(C2=C(NS(=O)(=O)c3ccc(Br)cc3)C(=O)c3ccccc3C2=O)CC1
→ 0	6	0.9	.	-8	.	12	.	-4
> CCOC(=O)c1c(C)oc(C)c(C(=O)OCC)c1=O
→ 10	-24	0.2	-2	-9	0.6	3	2	-1
> COc1ccc(CCNc2ncnc3sc(C)cc23)cc1OC
→ 8	37	14	.	32*	.	-12	.	3
> O=S(=O)(NCc1cccnc1)c1ccc(Cl)c(Cl)c1
→ -1	-9	0.8	-11	-10	1.1	19	-14	-3
> COc1ccc(C)cc1NC(=O)c1ccc(CN2CCN(c3ccccc3)CC2)cc1
→ -2	-17	0.2	-8	-7	-0.9	17	5	-14
> CCCc1cc(=O)oc2c(CN3CCCC3)c(O)ccc12
→ -1	10	0.4	-14	-9	-0.3	18	0	-5
> O=C1CCCC2=C1C1(CCCCC1)N=C(Nc1nc3ccccc3o1)N2
→ 0	9	-0.1	0	-3	0.2	20	-14	-2
> Clc1cccc(OCCN2CCCC2)c1
→ 4	-10	0.6	-12	12	-0.5	-17	-11	-9
> COc1cccc(C(=O)Nc2nnc(-c3cccs3)o2)c1
→ 0	7	0.5	-5	2	0.2	9	-3	-2
> Oc1ccc(Br)cc1/C=N/n1c(COc2ccccc2)n[nH]c1=S
→ -1	-20	-0.4	.	-9	.	14	.	-1
> COCCn1c(N)c(N(Cc2ccccc2)C(=O)c2oc3ccccc3c2C)c(=O)[nH]c1=O
→ 0	-3	0.5	-18	1	-0.5	-2	4	-4
> O=S(=O)(Nc1ccncc1)c1ccccc1
→ 0	3	0.4	-2	-1	0.1	8	-4	-2
> O=C(O)[C@@H]1CCCN1C(=O)c1ccccc1N1C(=O)[C@@H]2Cc3c([nH]c4ccccc34)C(c3cccc(Cl)c3)N2C1=O (some centres not stated)
→ 3	2	0.1	-11	-9	1.1	12	5	-5
> Cn1nc(C(C)(C)C)c(NC(=O)c2sccc2Cl)c1C(C)(C)C
→ 5	-20	-0.2	-17	-7	-0.5	9	-5	-6
> CC(NC(=O)COC(=O)c1cc(Cl)ccc1O)C1CC2CCC1C2 (configuration not stated)
→ 14	0	0.9	-11	-8	4.3	4	-10	-2
> NC(=O)CC(NC(=O)c1ccc(Cl)cc1)C(=O)NCCc1ccc(S(N)(=O)=O)cc1 (configuration not stated)
→ 1	-5	0.7	-7	-4	1.0	1	-3	-4
> CC(=O)c1ccc(S(=O)(=O)NCCC(=O)OCC(=O)N(Cc2ccccc2)C(C)(C)C)cc1
→ 12	4	0.3	-9	8	2.5	-12	-7	-5
> CNC(=S)N1C2CCCC1CC(NC(=O)c1ccc(C)cc1)C2 (configuration not stated)
→ 0	-9	-0.2	.	-7	.	7	.	-6
> COC(=O)c1c(C)[nH]c(C)c1-c1ccc([N+](=O)[O-])cc1
→ 2	16	-0.8	8	-6	-1.1	14	-3	-3
> CCNc1nc(NCC)n2c(SCC(=O)Nc3ccc(OC(F)F)cc3)nnc2n1
→ 3	-20	0.2	.	5	.	-21	.	-3
> CC(=O)Nc1ccc(S(=O)(=O)NCCC(=O)NCCOc2ccccc2)cc1
→ 7	4	0.0	6	11	0.1	-6	-9	-4
> CC(C)=CCc1c(C)nc2ccccc2c1C(=O)O
→ 4	7	-0.1	-12	-11	-0.1	8	-6	0
> Cc1csc(C2=C(O)CN(c3ccc4c(c3)OCCOCCOCCOCCO4)C2=N)n1
→ 10	-4	0.2	.	-4	.	-3	.	-6
> Cc1ccc(CNC(=O)CSc2c3c(nc4cc(Cl)ccc24)CCCC3)o1
→ 5	-19	0.6	-8	-5	2.3	21	-18	-4
> Brc1ccc2c(c1)CNc1c(ncnc1N1CCOCC1)O2
→ 13	33	4.6	1	-5	4.1	9	-8	-1
> CC(=O)N1CCC(=NNc2nc3ccccc3s2)CC1
→ 7	-27	1.1	-1	-13	0.3	17	-6	-7
> O=C(O)CC1S/C(=N\N=C/c2ccccc2)N(c2ccc(O)cc2)C1=O (configuration not stated)
→ 9	1	-0.5	-5	18	0.3	-6	-3	-1
> CC1CCCC(C)N1CCCNC(=O)C1CCCN(S(=O)(=O)N2CCCCC2)C1 (configuration not stated)
→ 2	-29	0.4	.	0	.	6	.	2
> Fc1ccccc1-c1nc(-c2cnccc2C(F)(F)F)no1
→ 0	-9	4.7	-1	-4	-1.8	17	-3	-3
> CCN(Cc1ccncc1)Cc1nc(CC2CC2)no1
→ 0	-2	1.6	-16	-11	2.3	15	-6	-7
> Cc1ccc(C2=CSC3=NCCN23)c(C)c1
→ 3	-2	0.0	-9	-12	1.0	16	2	-5

Next section
Every second line gives: TAAR1 ag	TAAR1 antag	CHO-K1 Ca ag	CHO parental Ca	CHO-K1 Ca antag	V1aR counter	CHO-K1 Ca PAM	OXTR potentiate	CHRM1 agonist
> CNC(=O)c1cc(Oc2ccc(NC(=O)Nc3ccc(Cl)c(C(F)(F)F)c3)cc2)ccn1
→ 44*	47	12	19	18	13	-8	-10	-1
> COC(=O)c1ccccc1NC(=O)CCCN1C(=O)C(c2ccccc2)Oc2cccnc21 (configuration not stated)
→ -1	-11	8.2	-38	-2	0.0	12	-10	3
> Cc1c(C(=O)Nc2ccccc2)c2ccc(C(F)(F)F)cc2n1O
→ 8	40	13	-8	2	8.6	-6	-6	2
> C=C(C)Cn1c(CCNC(=O)C(C)(C)C)nc2ccccc21
→ -1	13	0.5	-23	-17	-0.1	18	-2	-5
> CCOc1ccc(N(CC(=O)NCCc2ccc(F)cc2)S(=O)(=O)c2ccccc2)cc1
→ 1	9	-0.3	-27	7	-1.0	-19	-10	-5
